CHOP inh: inhibitors of CHOP induction in ER stress response | CHO-K1 CHOP-promoter luciferase, tunicamycin-induced, 15-18 h | inhibition, % at 10 µM | actives 3.8% (n = 220,000);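 active = compounds that reduced the stress-induced luciferase reporter signal by more than about 70% of percent inhibition, limit read from the data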;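 also: 0% = tunicamycin plus vehicle and 100% = wells without tunicamycin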
NPY-Y1 PAM-ag: potentiates or activates human NPY-Y1 receptor; P25929; NPY-Y1 expressing cells, potentiator/agonist activation; activation, % at 3.6 µM; actives 0.37% (n = 220,000); in the data active = activation above about 33%, passing the limit was not always enough;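 also: cells stimulated with NPY at EC10 then isoproterenol at EC100; 0% = low agonist plus stimulus and 100% = saturating agonist plus stimulus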
NCF1 inh: blocks human p47phox regulatory protein of NADPH oxidases; P14598; p47phox/p22phox peptide binding, fluorescence polarization, 2 h; inhibition, % at 24.7 µM; actives 0.53% (n = 220,000); AID 1274;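 active = inhibition above about 30%, limit read from the data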;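 also: 0% = p47phox with labelled peptide and 100% = labelled peptide alone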
Target sequence (P14598 whole entry, looked up): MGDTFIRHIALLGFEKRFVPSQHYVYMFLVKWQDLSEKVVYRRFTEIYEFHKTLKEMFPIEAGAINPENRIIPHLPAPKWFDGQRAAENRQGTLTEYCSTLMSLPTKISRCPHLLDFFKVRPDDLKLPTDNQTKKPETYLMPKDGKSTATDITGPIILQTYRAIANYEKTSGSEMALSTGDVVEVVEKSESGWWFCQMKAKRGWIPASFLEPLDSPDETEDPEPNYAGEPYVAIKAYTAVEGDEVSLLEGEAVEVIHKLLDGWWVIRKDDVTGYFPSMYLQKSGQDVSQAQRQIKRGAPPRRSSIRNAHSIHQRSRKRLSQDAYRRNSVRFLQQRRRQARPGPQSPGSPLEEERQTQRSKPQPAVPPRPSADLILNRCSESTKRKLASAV
BaF3 parental: reduces parental Ba/F3 cell viability, JAK2V617F counter-screen. CellTiter-Glo ATP luminescence. inhibition, % at 5.6 µM. actives 1.1% (n = 220,000);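 active = inhibition above a per-campaign cutoff, the mean inhibition of all tested compounds plus 3 SD, cut at about 27% in these data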;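 also: 0% = DMSO wells and 100% = JAK Inhibitor I control wells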
NPY-Y2 PAM-ag: potentiates or activates human NPY-Y2 receptor. P49146. cells expressing NPY-Y2, potentiator/agonist read-out. activation, % at 3.6 µM. actives 0.45% (n = 220,000). AID 1359; in the data active = activation above about 27%;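 also: cells stimulated with NPY near EC25 plus isoproterenol at EC100; 0% = vehicle plus submaximal agonist and 100% = vehicle plus saturating agonist; some results beyond the cut were filed as inactive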
Target sequence (P49146 whole entry, looked up): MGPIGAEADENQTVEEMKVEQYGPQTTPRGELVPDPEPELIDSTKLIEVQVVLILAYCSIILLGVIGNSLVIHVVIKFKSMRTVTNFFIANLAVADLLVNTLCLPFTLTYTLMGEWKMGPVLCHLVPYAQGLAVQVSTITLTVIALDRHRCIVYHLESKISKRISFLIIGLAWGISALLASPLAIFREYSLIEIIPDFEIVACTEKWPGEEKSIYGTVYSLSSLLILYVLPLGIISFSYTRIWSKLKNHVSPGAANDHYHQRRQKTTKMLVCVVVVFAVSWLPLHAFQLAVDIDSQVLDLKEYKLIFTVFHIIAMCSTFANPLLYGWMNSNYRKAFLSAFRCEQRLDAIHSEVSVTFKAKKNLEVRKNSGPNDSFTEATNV
Ba/F3 V617F tox: lowers viability of Ba/F3 cells expressing EpoR and JAK2V617F | ATP luminescence | inhibition, % at 5.6 µM | actives 1.1% (n = 220,000);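 active = inhibition above the campaign mean plus 3 SD over all tested compounds, cut at about 24% in these data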;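 also: cytokine-independent growth of Ba/F3 cells driven by EpoR plus mutant JAK2; 0% = DMSO-treated cells and 100% = JAK inhibitor I control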
S1P4 antagonist: human S1P4 receptor antagonism; inhibition, % at 4.98 µM; S1P4-expressing cells, antagonist mode, reporter read-out; actives 0.26% (n = 220,000); O95977; in the data active = inhibition above about 29%;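 also: 0% = wells stimulated with agonist and 100% = vehicle wells without agonist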
S1P4 ag: agonists of human S1P4 receptor; S1P4-expressing cell line, agonist reporter assay; activation, % at 4.98 µM; actives 0.35% (n = 220,000); AID 1509; in the data active = activation above about 11%;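 also: 0% = DMSO vehicle and 100% = reference agonist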
NPY Y1 blocker: antagonists of human neuropeptide Y receptor Y1 | AID 1040 | inhibition, % at 3.6 µM | P25929 | HEK293-CNG Y1 cells, membrane potential fluorescence; NPY at EC95, then isoproterenol | actives 1% (n = 200,000);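 active = inhibition above the campaign mean inhibition of all tested compounds plus 3 SD, cut at about 20% in these data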;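 also: 0% = DMSO wells given NPY plus isoproterenol and 100% = isoproterenol alone without NPY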
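Test system – HEK293 Y1/CNG channel cell line · Also added – NPY agonist 25 nM, then isoproterenol 1 µM plus Ro 20-1724 25 µM · Compound dosing – one concentration, 3.6 µM, in 0.4% DMSO · Schedule – compound incubation 1 h at room temperature, readout 45 min post-stimulation · Technique – fluorescence, membrane potential probe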
Active calls of the source: *; nt = no result given.

SMILES	CHOP inh	NPY-Y1 PAM-ag	NCF1 inh	BaF3 parental	NPY-Y2 PAM-ag	Ba/F3 V617F tox	S1P4 antagonist	S1P4 ag	NPY Y1 blocker
Cc1cc(NC(=O)c2cnn3c(C(F)(F)F)cc(-c4ccccc4)nc23)no1	5	18	-5	7	1	2	-21	2.0	-2
COc1ccc(C(O)P(=O)(OC2CCCCC2)c2ccc(N(C)C)cc2)cc1OC (centres undefined)	-12	5	-9	5	3	-2	-3	2.8	-1
Cc1ccc(OCc2ccc(C(=O)NN)o2)c([N+](=O)[O-])c1	-1	17	-3	2	-8	5	-2	1.1	nt
Cc1ccc(S(=O)(=O)N2CCOCC2)cc1NC(=O)COC(=O)c1ccc2c(c1)OCCO2	9	-11	-2	5	5	-1	2	1.2	3
O=C(CNC(=O)c1cccc(Br)c1)N/N=C/c1ccc[nH]1	16	-7	3	4	-4	0	6	1.5	-1
CCC1=Nc2cc(C(=O)NCc3ccco3)ccc2Sc2ccc(Cl)cc21	9	-22	-30	73*	-8	20	-11	1.6	8
O=C(CCNC(=O)c1ccc(Br)o1)NC1CCCC1	8	16	-7	-1	22	-4	-2	0.3	8
O=C(CN1C(=O)CSC1=O)NC1CCCCC1	11	-25	-11	0	-5	1	-11	-2.6	0
Cc1[nH]c(=O)c(C(=O)/C=C/c2ccccc2)c2c1CCCC2	-67	-31	-5	8	-9	8	-13	-1.0	4
COc1cc(/C=N/N2C(=O)C3C4c5ccccc5C(c5ccccc54)C3C2=O)ccc1O (centres undefined)	6	6	26	6	9	3	-17	1.0	-4
O=C(CSc1nnnn1C1CCCC1)Nc1ccc(F)cc1	70	-16	-12	10	-4	1	-13	0.6	-2
Cc1ccc2nc(N3CCN(Cc4ccc(F)cc4)C3=O)c(C)cc2c1	18	-3	-1	1	-14	0	-12	1.6	7
CC(C)(C)c1ccc(C(=O)CCCSC2=C(C#N)C(c3ccco3)C3=C(CCCC3=O)N2)cc1 (centres undefined)	42	11	-28	10	9	6	-8	0.8	-3
COc1ccccc1CNC(=O)CN1C(=O)CSc2ccc(S(=O)(=O)N3CCCC3)cc21	12	4	nt	3	-9	2	-34	0.5	3
CCC(C)NC(=O)c1n[nH]c(=O)c2ccccc12 (centres undefined)	-4	-5	-13	-1	8	-2	-15	0.8	6
COC(=O)c1sccc1NC(=O)C1CC1	4	15	-1	0	3	-3	5	-1.3	nt
O=C(c1cc(=O)[nH]c2ccccc12)N1CCN(c2cccc(C(F)(F)F)c2)CC1	17	0	-6	5	-1	1	-4	-0.2	-3
Cc1cccc(C)c1OC(=O)C(c1ccccc1)c1ccccc1	27	-25	-6	8	-14	0	-13	0.9	11
COc1ccc(-n2c(N)cc(=O)[nH]c2=O)cc1	-7	10	-8	-1	20	-2	-3	2.4	nt
Cc1cc2cc(CNC(=O)c3ccc(C)c([N+](=O)[O-])c3)ccc2[nH]1	24	-25	-10	9	-2	1	-8	1.8	0

Single values from the results shown.
S1P4 ag with CC(C)(C)c1ccc(C(=O)CCCSC2=C(C#N)C(c3ccco3)C3=C(CCCC3=O)N2)cc1 (centres undefined) : 0.8
Ba/F3 V617F tox with Cc1ccc2nc(N3CCN(Cc4ccc(F)cc4)C3=O)c(C)cc2c1 : 0

The list continues.
SMILES	CHOP inh	NPY-Y1 PAM-ag	NCF1 inh	BaF3 parental	NPY-Y2 PAM-ag	Ba/F3 V617F tox	S1P4 antagonist	S1P4 ag	NPY Y1 blocker
C=CCN1C(=O)C(Cc2ccc(OC)cc2)S/C1=N\N=C\c1cccs1 (centres undefined)	-5	-22	-13	6	-6	1	-12	-1.6	15
O=C(Cc1ccccc1)N/N=C/c1ccc(-c2ccc([N+](=O)[O-])cc2)o1	43	3	-8	-1	8	-4	-2	1.0	-1
COC(=O)c1ccc(Oc2nc(N3CCCCC3)nc(N3CCOCC3)n2)cc1	71*	-5	-8	2	15	-1	-13	-0.5	-4
CCOC(=O)c1cc2c(=O)n3ccccc3nc2n(Cc2ccccc2)c1=N	9	-18	-2	-2	4	-4	-13	6.0	-2
O=C(O)C1CCC(=O)N1Cc1ccccc1Cl (centres undefined)	32	-7	-4	11	7	1	-17	15*	4
CC(C)(C)SCCNC(=O)CSCc1ccc([N+](=O)[O-])cc1	13	14	-4	7	10	-2	-25	-0.6	6
O=C(CSc1nnc(CNC(=O)c2cccs2)o1)c1ccc(Cl)cc1	-1	10	5	4	8	-1	-10	1.8	-2
COc1ccc(C(=O)C[n+]2cccc(C)c2C)cc1[N+](=O)[O-]	-13	11	-1	0	2	-4	-4	0.8	-1
Clc1ccccc1OCCn1ccnc1	-20	-3	6	1	-8	-1	-12	-1.4	-1
Nc1ccc(S(=O)(=O)c2cccc(N)c2)cc1	-15	5	-12	5	14	-2	1	-0.6	0
O=C(CCSc1nc(-c2ccco2)cc(C(F)(F)F)n1)NCc1ccccn1	-4	-23	-20	4	-1	-4	-8	-1.5	1
COc1ccc(NC(=O)N2CCN(CCC#N)CC2)cc1	22	0	-3	1	3	-3	-2	3.1	0
O=C(O)CNC(=O)C12CC3CC(CC(Cl)(C3)C1)C2	-20	5	5	6	-10	1	0	0.4	0
CN(c1ccc(OCC(=O)OCC(=O)NC2CCCC2)cc1)S(=O)(=O)c1ccc2ccccc2c1	-2	1	-38	9	-3	4	-9	2.2	-2
Cc1nc(N2CCCCC2)c2c(-c3cccs3)csc2n1	52	-6	-10	6	-2	-1	-22	2.7	5
CC(=O)Nc1ccc2ccc3cccc4ccc1c2c34	21	-7	-10	5	-5	-3	-9	0.0	-6
O=Cc1cc(N=Nc2cccc(C(=O)O)c2)ccc1O	-21	14	-1	13	-1	3	7	0.6	-4
Cc1ccc(NN2C(=O)C=C(c3ccccc3)C2=O)cc1	107*	5	-12	3	9	2	37*	-0.1	6
S=C(N/N=C1\CCc2ccccc21)NC1CCCCC1	-32	-18	-16	9	2	2	-9	-2.1	4
CCN(CC)S(=O)(=O)c1ccc(N2CCOCC2)c(NC(=O)C2COc3ccccc3O2)c1 (centres undefined)	1	-25	-36	7	-17	6	-16	-2.1	4
COC(=O)c1c(NC(=O)Cc2ccccc2)sc(C)c1C	39	-28	12	2	-27	-2	0	-1.1	4
COC(=O)c1cccc(COC(=O)c2ccccc2NC(=O)c2ccco2)c1	35	-2	-5	6	-11	4	-15	-2.4	0
Cc1ccc(/C=[N+](\[O-])c2ccc(N(C)C)cc2)c2nsnc12	-19	-4	5	5	-15	47*	11	0.2	2
CC(=O)N1CCN(c2ccc(C(N)=O)cc2[N+](=O)[O-])CC1	7	7	-4	6	-1	-1	-17	1.6	7
COc1ccc(/C=N/N2CCN(C)CC2)cc1OC	32	-4	-12	0	6	-1	0	-1.9	0
Cc1cc(=O)n2[nH]c(N)c(N=Nc3ccccc3)c2n1	19	-3	-14	1	18	0	-10	0.3	-1
Cc1onc(-c2ccccc2)c1C(=O)N/N=C(\N)COc1ccc(Cl)cc1	-31	-1	-7	10	-8	3	6	-1.1	12
COC(=O)c1c(NC(=O)/C=C/C(=O)O)sc(C)c1-c1ccc(C)cc1	10	2	-4	7	-3	4	-1	-2.8	-1
COc1ccc(S(=O)(=O)c2ccc(OCC3CO3)cc2)cc1 (centres undefined)	-6	10	-13	4	13	1	-3	1.0	2
Cc1cc([N+](=O)[O-])nn1CC(=O)Nc1cccc2nonc12	-14	10	-7	6	-8	-1	-20	1.6	0
COCC(C)n1c(C)cc(C(=O)COC(=O)CN=C2NS(=O)(=O)c3ccccc32)c1C (centres undefined)	-23	6	-10	-4	3	-6	-12	-1.4	2
COCCn1c(SCC#N)nnc1-c1ccc([N+](=O)[O-])cc1	5	2	-7	6	-5	0	-13	3.3	-2
O=C(CSc1nnc(CNc2ccc(F)cc2)n1CC1CCCO1)Nc1ccccc1 (centres undefined)	4	-16	0	-1	-4	-6	-1	-0.5	2
CC(C)c1ccccc1NC(=S)NC1CCN(Cc2ccccc2)CC1	8	3	-2	9	-9	2	-13	-0.6	4
C=CCn1c(=O)/c(=C/c2cc(OC)c(OC)c(OC)c2)s/c1=C(/C#N)c1nc2ccccc2n1C	12	1	-35	2	4	-4	-19	2.1	-1
CCOc1ccc(C(CC(=O)O)NC(=O)c2cccs2)cc1 (centres undefined)	-6	-22	-15	4	-16	0	-11	1.4	-1
O=C(COc1ccc(-c2nnc(N3CCCCC3)c3ccccc23)cc1)N1CCCCC1	12	-3	-3	5	-6	4	-10	0.8	4
Cn1ncc2c(NNC(=O)c3ccc(O)cc3)ncnc21	6	-18	-5	5	-12	-1	-2	0.5	-3
COc1ccc(-c2nc(SC(CC(=O)NCc3ccccc3)c3ccc(OC)c(OC)c3)n[nH]2)cc1 (centres undefined)	25	5	-3	1	-3	-1	-12	0.9	-1
Cc1cc(C(C)(C)C)oc1C(=O)N(CC(=O)NC1CCCC1)c1ccc(F)cc1	22	-4	6	8	0	0	-11	3.2	27*
COc1ccc(CC(=O)NCc2nc(-c3ccccc3)no2)cc1	8	-18	-8	3	-17	1	-15	0.0	7
O=C(N/N=C1\C2CN3CCN(C2)CC1(c1ccccc1)C3)Nc1ccccc1	3	-6	-17	3	6	2	-22	2.9	4
CC1=CS(=O)(=O)CC1Sc1ncn[nH]1 (centres undefined)	14	21	0	-3	14	-5	-18	0.4	1
COc1ccccc1NC(=O)CN1CCC(C(=O)c2ccc(F)cc2)CC1	47	13	-21	-1	-15	-4	-8	0.3	10
CCO[C@@H]1OC(C(=O)N2CCN(Cc3ccc4c(c3)OCO4)CC2)=C[C@H](C)[C@H]1CCCO	19	0	1	2	-11	-2	4	0.2	-4
COc1cccc(NC(=O)c2nc3nc(C)cc(C(F)F)n3n2)c1	19	14	-10	4	3	-2	-8	-1.8	-2
Cc1cc(C)n2c(SCC(=O)Nc3ccccc3)nnc2n1	17	-7	-19	4	11	-1	-5	-1.9	-3
O=C(OCCN1C(=O)c2ccccc2C1=O)c1ccco1	3	11	-17	0	8	-5	-1	-1.4	6
CC(C)(C)OC(=O)N1CCC(C(=O)N2CCCCCC2)CC1	-6	2	-6	8	6	-2	-4	2.3	-1
OCCNCCOc1ccccc1-c1ccccc1	30	-18	2	4	-8	3	-14	2.4	2

(more compounds)
SMILES	CHOP inh	NPY-Y1 PAM-ag	NCF1 inh	BaF3 parental	NPY-Y2 PAM-ag	Ba/F3 V617F tox	S1P4 antagonist	S1P4 ag	NPY Y1 blocker
CCOC(=O)C1(Cc2cccc(F)c2)CCN(Cc2c(C)nn(CC)c2C)CC1	5	11	-14	7	-6	-2	-10	0.5	nt
COc1ccc2nc(/N=C(\N)NC(=O)Nc3ccccc3)nc(C)c2c1	30	-25	-4	32*	0	31*	-39	-1.0	3
CCN1CCN(C(=S)c2ccc(Br)cc2)CC1	1	5	-1	3	3	0	-6	-0.6	1
Cc1cc(C(=O)OCc2nc3ccccc3s2)c(C)o1	22	-13	0	7	6	1	5	0.8	1
NC(=O)CC[C@@H]1NC(=O)[C@@H]2CCCN2C(=O)c2cc([N+](=O)[O-])cc(I)c2NCCC[C@@H](C(=O)NC(CC(=O)O)C(N)=O)NC1=O (some centres undefined)	11	-18	-1	3	-1	-3	11	0.1	-1
Cc1ccc(S(=O)(=O)N2CCCC2C(=O)N(C)Cc2cccs2)cc1 (centres undefined)	-6	-9	-1	7	-4	1	-28	2.5	2
O=C(CSc1ncccn1)N/N=C/c1ccccc1[N+](=O)[O-]	35	5	3	3	-14	-3	-9	0.4	1

NPY Y1 blocker, what is marked active above.
compound	CHOP inh	NPY-Y1 PAM-ag	NCF1 inh	NPY-Y2 PAM-ag	S1P4 antagonist	S1P4 ag	NPY Y1 blocker
Cc1cc(C(C)(C)C)oc1C(=O)N(CC(=O)NC1CCCC1)c1ccc(F)cc1	22	-4	6	0	-11	3.2	27*
